NCOA2 inhibitor – inhibits human steroid receptor coactivator 2. AID 651957. HEK293 GAL4-SRC2 luciferase reporter, luminescence. inhibition, % at 9 µM. hit rate 0.17% among 370,000. Q15596;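 active = inhibition above the mean inhibition of all tested compounds plus 3 SD, set per campaign, cut at about 52% in these data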;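 also: 0% = DMSO treated cells and 100% = cells given Gossypol at 36 µM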
TLR9-MyD88 block – TLR9-MyD88 interaction inhibition; Q9NR96+Q99836; CHO BLA complementation TLR9-MyD88, CCF4 FRET ratio; inhibition, % at 4.98 µM; hit rate 0.21% among 340,000;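 active = inhibition above the mean over all tested compounds plus 3 SD, cut at about 21% in these data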;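 also: 0% = DMSO only wells and 100% = clavulanate BLA inhibitor control wells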
TRAIL sens C8 – caspase-8 TRAIL sensitization; NB7+C8 cells + TRAIL, ATPlite viability luminescence; AID 624354; hit rate 1% among 360,000; inhibition (viability loss, TRAIL sensitization), % at 10 µM;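 active = compounds causing at least 50% loss of cell viability in the single-dose screen, relative to plate controls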
NR2F2 inh – blocks human COUP-TFII nuclear receptor. inhibition, % at 8.6 µM. HEK293T NGFI-A luciferase reporter, luminescence. P24468. hit rate 0.7% among 370,000. AID 686940;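 active = inhibition above a per-plate cutoff, mean inhibition of test wells between control levels plus 3 SD, cut at about 38% in these data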;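 also: cells cotransfected with COUP-TFII expression vector driving the NGFI-A reporter; 0% = median of COUP-TF2 test wells and 100% = reporter-only cells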
NCOA3 inh – inhibits human SRC3 coactivator; hit rate 0.17% among 360,000; inhibition, % at 3.6 µM; Q9Y6Q9; HEK293 GAL4-SRC3 luciferase reporter, luminescence;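 active = inhibition above a per-campaign cutoff, the mean of all compounds plus 3 SD, cut at about 60% in these data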;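 also: 0% = DMSO-treated cells and 100% = gossypol-treated cells at 36 µM; higher means less SRC3-driven luciferase light from the GAL4 reporter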
LMP1 NFkB inh – reduces LMP1-driven NF-kappaB luciferase signal. inhibition, % at 12.5 µM. LMP1-induced NF-kappaB luciferase reporter cells, luminescence. hit rate 0.69% among 350,000; in the data active = inhibition above about 41%;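 also: 0% = neutral control wells and 100% = reference inhibitor control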
NR5A2 inv ag – suppresses constitutive activity of human LRH-1; AID 602396; inhibition, % at 3.6 µM; hit rate 0.13% among 360,000; O00482; HEK293T StAR-luciferase reporter, LRH-1 transfected, 24 h;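 active = inhibition above the mean inhibition of all tested compounds plus 3 SD, cut at about 73% in these data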;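 also: 0% = DMSO wells and 100% = reporter-only cells lacking LRH-1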
TROY NFkB inh – inhibitors of TROY-dependent NF-kB signaling | inhibition, % at 10 µM | AID 1347056 | Q293 LMP1-TROYcd NF-kB luciferase reporter, 4 h | hit rate 0.98% among 360,000;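 active = compounds whose plate-normalised and pattern-corrected inhibition of the luciferase reporter signal at the single screening dose is 50% or more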
TWEAK-Fn14 inh – TWEAK-Fn14 signaling inhibition. TWEAK-stimulated Fn14 reporter cells, luciferase luminescence, 8 h. inhibition, % at 10 µM. hit rate 2% among 360,000; in the data active = inhibition above about 50%
SRC1 inh – inhibitors of human steroid receptor coactivator 1 (SRC1); hit rate 0.12% among 360,000; inhibition, % at 3.6 µM; HEK293 GAL4-SRC1 luciferase reporter, luminescence; AID 588354;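 active = inhibition above the campaign mean plus 3 SD, with each screening campaign given its own cutoff, cut at about 60% in these data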;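 also: 0% = DMSO treated cells and 100% = gossypol at 36 µM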
Target sequence (Q15788 whole entry, looked up, the tested form may be a part): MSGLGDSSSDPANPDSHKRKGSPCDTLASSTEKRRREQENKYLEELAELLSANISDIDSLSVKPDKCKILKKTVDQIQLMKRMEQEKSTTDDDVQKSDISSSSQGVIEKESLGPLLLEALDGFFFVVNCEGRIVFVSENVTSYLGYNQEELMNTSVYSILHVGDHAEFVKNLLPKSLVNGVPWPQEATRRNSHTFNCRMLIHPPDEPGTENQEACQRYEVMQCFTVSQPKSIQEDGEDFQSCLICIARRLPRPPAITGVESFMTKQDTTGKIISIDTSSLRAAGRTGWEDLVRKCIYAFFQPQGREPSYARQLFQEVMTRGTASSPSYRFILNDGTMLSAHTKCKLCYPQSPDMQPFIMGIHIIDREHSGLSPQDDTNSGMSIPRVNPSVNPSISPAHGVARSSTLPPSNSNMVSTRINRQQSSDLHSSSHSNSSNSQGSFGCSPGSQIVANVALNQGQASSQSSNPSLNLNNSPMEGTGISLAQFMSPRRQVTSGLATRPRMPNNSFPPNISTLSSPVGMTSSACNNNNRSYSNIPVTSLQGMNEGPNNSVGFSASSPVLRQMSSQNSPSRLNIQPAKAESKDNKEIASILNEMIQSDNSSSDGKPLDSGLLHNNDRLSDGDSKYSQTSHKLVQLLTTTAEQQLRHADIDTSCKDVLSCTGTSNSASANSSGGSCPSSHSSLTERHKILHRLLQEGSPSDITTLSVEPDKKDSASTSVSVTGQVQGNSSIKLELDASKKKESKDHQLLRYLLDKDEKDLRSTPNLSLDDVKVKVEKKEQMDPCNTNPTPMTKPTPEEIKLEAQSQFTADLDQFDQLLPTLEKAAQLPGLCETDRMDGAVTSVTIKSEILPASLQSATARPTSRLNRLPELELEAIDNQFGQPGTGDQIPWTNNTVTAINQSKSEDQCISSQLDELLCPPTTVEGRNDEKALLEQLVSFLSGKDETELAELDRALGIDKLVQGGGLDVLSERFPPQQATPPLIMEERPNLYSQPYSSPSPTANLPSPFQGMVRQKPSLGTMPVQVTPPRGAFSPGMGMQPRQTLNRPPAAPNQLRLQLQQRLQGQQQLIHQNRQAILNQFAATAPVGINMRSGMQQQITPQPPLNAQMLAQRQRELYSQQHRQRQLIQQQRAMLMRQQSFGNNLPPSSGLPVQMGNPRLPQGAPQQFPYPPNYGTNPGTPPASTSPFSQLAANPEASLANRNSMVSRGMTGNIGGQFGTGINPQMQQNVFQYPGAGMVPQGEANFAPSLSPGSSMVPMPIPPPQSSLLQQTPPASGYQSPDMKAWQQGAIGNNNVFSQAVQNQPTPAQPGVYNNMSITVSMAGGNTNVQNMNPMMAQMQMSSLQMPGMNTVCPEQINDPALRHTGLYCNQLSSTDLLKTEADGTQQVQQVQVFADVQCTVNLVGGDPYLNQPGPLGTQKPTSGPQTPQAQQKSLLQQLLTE
NOD2 RIPK2 PPI – blocks binding of human NOD2 to RIPK2; O43353; CHO BLA complementation NOD2-RIPK2, CCF4 ratio; inhibition, % at 4.98 µM; hit rate 0.38% among 360,000; AID 624267; in the data active = inhibition above about 21%;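 also: 0% = vehicle only and 100% = reference blocker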
* = called active by the depositor. Only part of the results is shown; count on the stated rates, not on these rows.

What do the screens show for `COc1ccc(C(=O)Nc2cc3c4c(c2)C(C)C(=O)N4CCC3)cc1OC` (stereo not drawn)?
NCOA2 inhibitor: -34; TLR9-MyD88 block: -5; TRAIL sens C8: 7; NR2F2 inh: -22; NCOA3 inh: -14; LMP1 NFkB inh: 1; NR5A2 inv ag: 0; TROY NFkB inh: -7; TWEAK-Fn14 inh: -13; SRC1 inh: 2; NOD2 RIPK2 PPI: 5

Results for COc1cccc2c1OCC/C2=N\NC(=O)COc1ccccc1C ?
NCOA2 inhibitor: -43; TLR9-MyD88 block: 5; TRAIL sens C8: 3; NR2F2 inh: -15; NCOA3 inh: -9; LMP1 NFkB inh: -5; NR5A2 inv ag: -8; TROY NFkB inh: 11; TWEAK-Fn14 inh: 14; SRC1 inh: 6; NOD2 RIPK2 PPI: 4

How did CCn1cc(CN2CCC(n3nccc3NC(=O)C3CCCC3)CC2)cn1 do in these assays?
NCOA2 inhibitor: -11; TLR9-MyD88 block: -2; TRAIL sens C8: -13; NR2F2 inh: -6; NCOA3 inh: 8; LMP1 NFkB inh: -5; NR5A2 inv ag: 11; TROY NFkB inh: -3; TWEAK-Fn14 inh: 3; SRC1 inh: -4; NOD2 RIPK2 PPI: -5

Results for COc1ccc(NS(=O)(=O)c2ccc(OCC(=O)N3CCOCC3)cc2)cc1Cl ?
NCOA2 inhibitor: 15; TLR9-MyD88 block: 5; TRAIL sens C8: 8; NR2F2 inh: 18; NCOA3 inh: 21; LMP1 NFkB inh: 15; NR5A2 inv ag: 43; TROY NFkB inh: 0; TWEAK-Fn14 inh: 7; SRC1 inh: -16; NOD2 RIPK2 PPI: 2

Results for Cc1ccc(N(CC(=O)N/N=C/c2cc(C)n(-c3ccccc3)c2C)S(C)(=O)=O)c(C)c1 ?
NCOA2 inhibitor: -5; TLR9-MyD88 block: 5; TRAIL sens C8: -23; NR2F2 inh: 2; NCOA3 inh: -7; LMP1 NFkB inh: -1; NR5A2 inv ag: 8; TROY NFkB inh: -14; TWEAK-Fn14 inh: -5; SRC1 inh: -5; NOD2 RIPK2 PPI: 8

How did COc1cnc(-c2ccccn2)nc1Oc1ccc(Cl)cc1 do in these assays?
NCOA2 inhibitor: 12; TLR9-MyD88 block: 3; TRAIL sens C8: 7; NR2F2 inh: 16; NCOA3 inh: 12; LMP1 NFkB inh: 20; NR5A2 inv ag: -1; TROY NFkB inh: 3; TWEAK-Fn14 inh: 3; SRC1 inh: 13; NOD2 RIPK2 PPI: -23

What do the screens show for `COc1ccccc1NC(=O)c1c(O)c2ccccc2[nH]c1=O`?
NCOA2 inhibitor: -12; TLR9-MyD88 block: -6; TRAIL sens C8: -6; NR2F2 inh: -1; NCOA3 inh: 8; LMP1 NFkB inh: -39; NR5A2 inv ag: 26; TROY NFkB inh: -46; TWEAK-Fn14 inh: 2; SRC1 inh: 7; NOD2 RIPK2 PPI: 2

How did CCCc1cc(=O)oc2cc(C)cc(OCC(=O)NC3CC3)c12 do in these assays?
NCOA2 inhibitor: 7; TLR9-MyD88 block: 5; TRAIL sens C8: 4; NR2F2 inh: 7; NCOA3 inh: -23; LMP1 NFkB inh: -8; NR5A2 inv ag: 54; TROY NFkB inh: 21; TWEAK-Fn14 inh: -9; SRC1 inh: -6; NOD2 RIPK2 PPI: 2

How did Cc1ccc(F)cc1S(=O)(=O)Nc1cccc(C(=O)N2CCCC(C(N)=O)C2)c1 (stereo not drawn) do in these assays?
NCOA2 inhibitor: -14; TLR9-MyD88 block: -7; TRAIL sens C8: 2; NR2F2 inh: -7; NCOA3 inh: -9; LMP1 NFkB inh: -3; NR5A2 inv ag: -5; TROY NFkB inh: -13; TWEAK-Fn14 inh: -7; SRC1 inh: -3; NOD2 RIPK2 PPI: -8

Results for CCc1ccc(NC(=O)CCn2ccnc2C)cc1 ?
NCOA2 inhibitor: -40; TLR9-MyD88 block: -8; TRAIL sens C8: 8; NR2F2 inh: 2; NCOA3 inh: 6; LMP1 NFkB inh: -18; NR5A2 inv ag: 4; TROY NFkB inh: 2; TWEAK-Fn14 inh: 2; SRC1 inh: -15; NOD2 RIPK2 PPI: -2

What do the screens show for `N/C(=N\OC(=O)CC1CCCCC1)c1cccc([N+](=O)[O-])c1`?
NCOA2 inhibitor: -3; TLR9-MyD88 block: 1; TRAIL sens C8: -2; NR2F2 inh: -9; NCOA3 inh: -3; LMP1 NFkB inh: -2; NR5A2 inv ag: 0; TROY NFkB inh: -21; TWEAK-Fn14 inh: -28; SRC1 inh: -31; NOD2 RIPK2 PPI: 7

What do the screens show for `Cn1c(=O)oc2cc(S(=O)(=O)NCc3ccco3)ccc21`?
NCOA2 inhibitor: -9; TLR9-MyD88 block: 4; TRAIL sens C8: -7; NR2F2 inh: 5; NCOA3 inh: -9; LMP1 NFkB inh: 7; NR5A2 inv ag: 15; TROY NFkB inh: 9; TWEAK-Fn14 inh: 3; SRC1 inh: 4; NOD2 RIPK2 PPI: -5

Results for O=C(Cc1ccc([N+](=O)[O-])cc1)Nc1cc(C(F)(F)F)cc(C(F)(F)F)c1 ?
NCOA2 inhibitor: -21; TLR9-MyD88 block: 2; TRAIL sens C8: 5; NR2F2 inh: 13; NCOA3 inh: 17; LMP1 NFkB inh: 13; NR5A2 inv ag: 20; TROY NFkB inh: 19; TWEAK-Fn14 inh: 16; SRC1 inh: 10; NOD2 RIPK2 PPI: 0

What do the screens show for `O=c1c2cnn(-c3ccc(F)cc3)c2ncn1Cc1ccc(F)cc1`?
NCOA2 inhibitor: 19; TLR9-MyD88 block: -5; TRAIL sens C8: 5; NR2F2 inh: 3; NCOA3 inh: 11; LMP1 NFkB inh: 6; NR5A2 inv ag: 4; TROY NFkB inh: 12; TWEAK-Fn14 inh: 13; SRC1 inh: -4; NOD2 RIPK2 PPI: -9

What do the screens show for `COc1ccc(NC(=O)COc2ccc(-c3nn(C)c(=O)c4ccccc34)cc2)cc1`?
NCOA2 inhibitor: -2; TLR9-MyD88 block: -13; TRAIL sens C8: 5; NR2F2 inh: 13; NCOA3 inh: 16; LMP1 NFkB inh: 9; NR5A2 inv ag: 0; TROY NFkB inh: 10; TWEAK-Fn14 inh: -49; SRC1 inh: -10; NOD2 RIPK2 PPI: -8

Results for COc1ccc(NC(=O)COC(=O)CC2Sc3ccccc3NC2=O)cc1 (stereo not drawn) ?
NCOA2 inhibitor: -29; TLR9-MyD88 block: 11; TRAIL sens C8: -4; NR2F2 inh: -23; NCOA3 inh: -33; LMP1 NFkB inh: -17; NR5A2 inv ag: -12; TROY NFkB inh: 34; TWEAK-Fn14 inh: 5; SRC1 inh: -19; NOD2 RIPK2 PPI: 1

Results for CN1C(=O)c2ccc(C(=O)Nc3ccccc3O)cc2C1=O ?
NCOA2 inhibitor: 10; TLR9-MyD88 block: 7; TRAIL sens C8: 9; NR2F2 inh: 6; NCOA3 inh: 0; LMP1 NFkB inh: -10; NR5A2 inv ag: 16; TROY NFkB inh: 7; TWEAK-Fn14 inh: -11; SRC1 inh: -20; NOD2 RIPK2 PPI: -1

Results for O=C(OCc1cnc(Cl)s1)c1ccc(Cl)cc1 ?
NCOA2 inhibitor: 10; TLR9-MyD88 block: 0; TRAIL sens C8: -8; NR2F2 inh: -7; NCOA3 inh: 10; LMP1 NFkB inh: 5; NR5A2 inv ag: -7; TROY NFkB inh: -11; TWEAK-Fn14 inh: -15; SRC1 inh: -6; NOD2 RIPK2 PPI: 2

How did Cc1ccc(C)c(N2CCN(C(=O)CCc3nc(-c4ccc(Br)cc4)no3)CC2)c1 do in these assays?
NCOA2 inhibitor: -15; TLR9-MyD88 block: -11; TRAIL sens C8: 1; NR2F2 inh: -20; NCOA3 inh: -21; LMP1 NFkB inh: -12; NR5A2 inv ag: -35; TROY NFkB inh: -34; TWEAK-Fn14 inh: -18; SRC1 inh: -16; NOD2 RIPK2 PPI: -12

How did Cc1cccc(Oc2nc(-c3ccccn3)nc3ccccc23)c1 do in these assays?
NCOA2 inhibitor: 2; TLR9-MyD88 block: 11; TRAIL sens C8: 2; NR2F2 inh: -12; NCOA3 inh: -41; LMP1 NFkB inh: -9; NR5A2 inv ag: -81; TROY NFkB inh: -30; TWEAK-Fn14 inh: 21; SRC1 inh: -35; NOD2 RIPK2 PPI: -2

3 compounds picked at random from the list so far:
Results for COc1cccc2c1OCC/C2=N\NC(=O)COc1ccccc1C ?
NCOA2 inhibitor: -43; TLR9-MyD88 block: 5; TRAIL sens C8: 3; NR2F2 inh: -15; NCOA3 inh: -9; LMP1 NFkB inh: -5; NR5A2 inv ag: -8; TROY NFkB inh: 11; TWEAK-Fn14 inh: 14; SRC1 inh: 6; NOD2 RIPK2 PPI: 4

How did CCn1cc(CN2CCC(n3nccc3NC(=O)C3CCCC3)CC2)cn1 do in these assays?
NCOA2 inhibitor: -11; TLR9-MyD88 block: -2; TRAIL sens C8: -13; NR2F2 inh: -6; NCOA3 inh: 8; LMP1 NFkB inh: -5; NR5A2 inv ag: 11; TROY NFkB inh: -3; TWEAK-Fn14 inh: 3; SRC1 inh: -4; NOD2 RIPK2 PPI: -5

Results for O=C(OCc1cnc(Cl)s1)c1ccc(Cl)cc1 ?
NCOA2 inhibitor: 10; TLR9-MyD88 block: 0; TRAIL sens C8: -8; NR2F2 inh: -7; NCOA3 inh: 10; LMP1 NFkB inh: 5; NR5A2 inv ag: -7; TROY NFkB inh: -11; TWEAK-Fn14 inh: -15; SRC1 inh: -6; NOD2 RIPK2 PPI: 2

(further entries)
Results for Cc1c(C(=O)N2CCc3ccccc3C2)oc2ccc(S(=O)(=O)N3CC(C)CC(C)C3)cc12 (stereo not drawn) ?
NCOA2 inhibitor: -19; TLR9-MyD88 block: 4; TRAIL sens C8: 12; NR2F2 inh: -5; NCOA3 inh: 11; LMP1 NFkB inh: 11; NR5A2 inv ag: -10; TROY NFkB inh: 10; TWEAK-Fn14 inh: 20; SRC1 inh: 9; NOD2 RIPK2 PPI: -12

Results for C/C(=N\NC(=O)c1ccc(F)cc1)c1ccccn1 ?
NCOA2 inhibitor: 7; TLR9-MyD88 block: -5; TRAIL sens C8: 55*; NR2F2 inh: -18; NCOA3 inh: -43; LMP1 NFkB inh: 5; NR5A2 inv ag: -34; TROY NFkB inh: -71; TWEAK-Fn14 inh: -14; SRC1 inh: -27; NOD2 RIPK2 PPI: 1

How did O=C(c1ccco1)N1CCN(C(=O)c2ccccc2OCc2ccccc2)CC1 do in these assays?
NCOA2 inhibitor: -17; TLR9-MyD88 block: -2; TRAIL sens C8: 5; NR2F2 inh: -16; NCOA3 inh: -29; LMP1 NFkB inh: -1; NR5A2 inv ag: -12; TROY NFkB inh: 5; TWEAK-Fn14 inh: 3; SRC1 inh: -11; NOD2 RIPK2 PPI: -7

What do the screens show for `CCCCN(CCCC)/C(N)=N/c1nc(C)cc(C)n1`?
NCOA2 inhibitor: -22; TLR9-MyD88 block: 0; TRAIL sens C8: 8; NR2F2 inh: 7; NCOA3 inh: 23; LMP1 NFkB inh: 13; NR5A2 inv ag: 13; TROY NFkB inh: 1; TWEAK-Fn14 inh: -8; SRC1 inh: 6; NOD2 RIPK2 PPI: 0

Bioassay records (PubChem BioAssay)
